# Bioassay records (PubChem BioAssay)
# TDP1 cell CPT = growth inhibition of DT40 Tdp1-/-;hTDP1 cells with camptothecin (screen for TDP1 inhibitors). Potency, µM (doses to about 46.2 µM), for the others: top-dose activity change, negative = growth inhibition, usual class: inhibitors. chicken DT40 Tdp1-/-;hTDP1 cells + 20 nM CPT, ATP luminescence, 48 h. hit rate 12% among 420,000; also: nearly all actives have a fitted effect of over 55% in size
#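 Chicken DT40 Tdp1-/- cells complemented with human TDP1, 400 cells/well, exposed to compounds plus 20 nM camptothecin for at least 48 h at 37 C; viability read as ATP content by CellTiter-Glo luminescence.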
# DT40 TDP1 no CPT = qHTS for Inhibitors of human tyrosyl-DNA phosphodiesterase 1 (TDP1): qHTS in cells in absence of CPT; DT40 Tdp1-/- hTDP1 cells, no CPT, ATP luminescence, 48 h; Potency, µM (titrated, usually from 46.2 µM), for inactives: at the highest dose activity change, negative = growth inhibition, actives largely listed as inhibitors; hit rate 15% among 420,000; also: nearly all actives have a fitted effect of over 55% in size
#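 Growth kinetics read by CellTiter-Glo luminescence after ≥48 hr at 37 °C. Cells: DT40 Tdp1-/- stably carrying human TDP1, 400 per well, compound exposure in the absence of CPT (DMSO vehicle).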
# TDP1 block = blocks human tyrosyl-DNA phosphodiesterase 1 | Q9NUW8 | recombinant TDP1, AlphaScreen DNA substrate cleavage | Potency, µM (titrated, usually from 130 µM), without a hit: top-dose activity change, negative = inhibition, usual class: inhibitors | hit rate 0.28% among 350,000 | AID 485290; also: nearly all actives have a fitted effect of over 40% in size
# Target sequence (Q9NUW8 whole entry, looked up): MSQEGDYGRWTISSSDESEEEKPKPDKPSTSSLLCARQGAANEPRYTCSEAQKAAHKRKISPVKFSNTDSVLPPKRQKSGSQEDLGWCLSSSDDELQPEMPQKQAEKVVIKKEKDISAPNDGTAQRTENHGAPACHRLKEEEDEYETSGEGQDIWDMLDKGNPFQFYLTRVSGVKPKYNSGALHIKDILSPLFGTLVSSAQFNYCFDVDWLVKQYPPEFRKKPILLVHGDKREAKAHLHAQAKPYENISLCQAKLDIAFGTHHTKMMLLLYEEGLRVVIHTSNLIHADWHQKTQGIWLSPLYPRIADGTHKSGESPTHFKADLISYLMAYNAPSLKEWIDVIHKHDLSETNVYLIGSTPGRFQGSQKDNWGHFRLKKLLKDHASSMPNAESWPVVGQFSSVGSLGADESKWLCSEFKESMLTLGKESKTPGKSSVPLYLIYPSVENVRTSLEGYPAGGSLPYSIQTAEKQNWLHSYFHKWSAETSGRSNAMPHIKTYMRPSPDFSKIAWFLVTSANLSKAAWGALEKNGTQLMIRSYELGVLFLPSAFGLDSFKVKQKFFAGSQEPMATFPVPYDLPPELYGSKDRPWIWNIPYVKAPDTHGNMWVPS
#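 AlphaScreen read-out: signal falls as enzyme removes the 3' tyrosine-FITC from a 5'-biotinylated DNA oligo (15 nM, 5 min, RT). Enzyme was E. coli-made recombinant Tdp1 at 1 nM, exposed to compound for 15 min beforehand; beads 10 ug/ml, 10 min.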
# An asterisk follows results filed as active; ? = inconclusive; / = no result given; & = joins results of further samples; [ ] = dose if it differs, or a comment. Calls follow the shape of the dose curve; as a rule, active = well fitted curve in the direction sought with a large enough effect; inconclusive = small, poorly fitted or top-dose-only effect, or another doubt; inactive = no such curve, though single readings can be large; an effect the other way counts as inactive or inconclusive. % is scaled to controls: 0 for no effect and ±100 for the full control effect; potency is read from the fitted curve at half-maximal effect. Hits appear at their usual frequency; any-hit rate near 18%.
# Sample of the layout:
SMILES,TDP1 cell CPT,DT40 TDP1 no CPT,TDP1 block
COc1cccc(NC(=O)CN(C)C(=O)c2sc3cc(Cl)ccc3c2Cl)c1,2%,-21%,2%
CC1CN(C(=S)Nc2ccccc2)C(C)CN1C=O (centres undefined),-17%,-17%,/

# The list itself (from the top)
SMILES,TDP1 cell CPT,DT40 TDP1 no CPT,TDP1 block
COc1cccc(NC(=O)CN(C)C(=O)c2sc3cc(Cl)ccc3c2Cl)c1,2%,-21%,2%
CC1CN(C(=S)Nc2ccccc2)C(C)CN1C=O (centres undefined),-17%,-17%,/
COc1ccc(Cl)cc1NC(=O)c1cc(C)nn1-c1ccccc1,?,?,6%
Nc1c(N=Nc2ccc([N+](=O)[O-])cc2)c(S(=O)(=O)O)cc2cc(S(=O)(=O)O)c(/C=C/c3ccccc3)c(O)c12,10µM*,14µM*,/
CCc1ccc(OCC(=O)Nc2ccc3c(c2)c2ccccc2n3CC)c(Br)c1,?,?,3%
Cc1ccc(OCc2nc(-c3ccc(C(=O)N4CCN(c5cc(Cl)ccc5C)CC4)cc3)oc2C)cc1,23µM*,12µM*,2%
COc1ccc(CCN2C(=O)CC(Cc3ccccc3)C2=O)cc1OC (centres undefined),-28%,2%,/
NC(=O)CN1C(=O)C(O)(CC(=O)/C=C\c2ccc3c(c2)OCO3)c2ccccc21 (centres undefined),-18%,?,1%
Cc1nc(C)n(CC(O)COc2ccc3ccccc3c2)n1 (centres undefined),-20%,-26%,4%
O=C(Nc1ccc(F)cc1F)c1cccn1-c1ncc(C(F)(F)F)cc1Cl,?,-16%,2%
CC1(C)CC(C(=O)Nc2ccccc2)C(=O)O1 (centres undefined),16%,-18%,/
Cn1c(=O)c2c(SCC(=O)Nc3ccc(F)cc3F)nc(C3CCCC3)nc2n(C)c1=O,?,?,3%
O=C(CCN1C(=O)/C(=C/c2ccc3c(c2)OCO3)SC1=S)Nc1ccccc1,?,?,3%
CC(CCCCC(=O)Nc1ccc(C(F)(F)F)cc1)NCCc1cnc[nH]1 (centres undefined),-5%,-25%,11%&6%
CCN(CC)CCSc1nc2c([nH]1)c(=S)n(C)c(=O)n2C,4.1µM*,5.2µM*,/
COC(CNC(=O)c1ccc(CS(=O)(=O)c2ccccc2)o1)OC,3%,-20%,/
O=C(CCc1ccccc1)Nc1cc2c(cc1C(=O)O)OCCCO2,8%,-24%,0%
Cc1cc2cc(C#N)c(N3CCOCC3)nc2cc1Cl,-13%,?,/
COc1ccc(C(CCN2CCCCC2)c2c(O)cc(OC)cc2OC)cc1 (centres undefined),18µM*,18µM*,10%
COC(=O)c1c(OCc2ccccn2)cc(=O)n2c1CCN(Cc1ccc3c(c1)CCCN3C)CC2,?,?,/
Nc1nc(=S)[nH]c2c1C1(CCCC1)Cc1ccccc1-2,?,?,4%
COc1ccc2c(c1)C(=O)N(Cc1ccccc1)C(=O)C2(C)C,-2%,-30%,/
C[C@H]1CN([C@@H](C)CO)C(=O)CCCn2cc(nn2)CO[C@@H]1CN(C)C(=O)Nc1ccccc1C(F)(F)F,5%,-21%,/
COCCn1c(C)cc(C(=O)CN2CCCCC2)c1C,?,-30%,-2%
CCOC(=O)c1ccc(-c2c(-c3ccccc3OC)sc3ccc(OC)cc23)cc1F,?,?,0%
COc1cc(NC(=O)COc2cc(C)cc3oc(=O)cc(C)c23)cc(OC)c1OC,-20%,?,/
CCCC(=O)Nc1ccc2c(c1)nc(CCN1CCC(C)CC1)n2C,3%,-20%,/
CC/C(=N\NC(=O)c1nnn(-c2nonc2N)c1-c1ccc2c(c1)OCO2)c1ccccc1,?,-15%,0%
Cc1cccc(C)c1NC(=O)CN1CCN(C(=O)c2cc(C3CC3)nn2-c2ccccc2)CC1,-25%,?,/
CN(C)CCCNCCCNC(=O)c1ccncc1,-7%,6%,3%
CCCn1c(C2CCCN2c2nc(-c3ccc(C)cc3)cs2)nc2ccccc21 (centres undefined),?,?,/
CCCOc1ccc(CSc2nc3ccccc3[nH]2)cc1,8.2µM*,8.2µM*,-2%
CCOC(=O)C1=C(CCc2ccccc2)NC(=O)NC1c1ccc2ccccc2c1 (centres undefined),?,?,/
O=C(NCC1CCCCC1)c1[nH]c(C(F)(F)F)nc1-c1ccccc1,-9%,?,/
O=C(CSc1nnc(-c2ccco2)n1-c1ccccc1)NCC1CCCO1 (centres undefined),-26%,-11%,5%[56.1 µM]
COc1ccc(/C=N/NC(=O)Nc2cccc3nsnc23)c(OC)c1,12µM*,10µM*,-8%
COc1ccc(C(=O)NCCc2ccc(C(F)(F)F)cc2)cc1S(=O)(=O)N1CCOCC1,-21%,?,0%
CCC(CC)C(=O)Nc1cc(C(=O)OC)cc(C(=O)OC)c1,-29%,-13%,4%
CC(C)c1ccc(S(=O)(=O)N2CCC3(CC2)OCCO3)cc1,-3%,-21%,1%
O=C(Nc1ccc(F)c(F)c1)c1cc(S(=O)(=O)NCc2ccc3c(c2)OCO3)ccc1F,-8%,-21%,8%
COc1cccc2cc(/C(=N/O)c3ccccc3)oc12,-18%,-15%,5%
COc1cc(C(=O)c2cocc2C(=O)c2ccc3c(c2)OCO3)cc(OC)c1OC,0.73µM*,0.73µM*,1%
COC(=O)c1cccc(CN2C(=O)C(C)Sc3ccc(C)cc32)c1 (centres undefined),?,?,/
COCCN1C=C(C(=O)OC)C(c2ccc(OC)c(OC)c2)C(C(=O)OC)=C1,3%,13%,4%
COc1ccc(NC(=O)c2ccc(OC)c(S(=O)(=O)N3CCCCC3C)c2)cn1 (centres undefined),?,-24%,0%
CCC(NC(=O)NNC(=O)c1ccncc1)(C(F)(F)F)C(F)(F)F,-4%,4%,/
CCCc1cc(C(=O)NNC(=S)NC(C)c2ccccc2)cs1 (centres undefined),-17%,-18%,8%
COC(=O)c1c(C(=O)OC)c(-c2ccc(F)cc2)n2c1CS(=O)C2 (centres undefined),-15%,9%,/
COc1ccccc1C1CN(Cc2cnn(C)c2C)Cc2ccccc2O1 (centres undefined),-2%[9.04 µM],-21%,/
O=C(OC(C(=O)O)C(OC(=O)c1ccccc1)C(=O)NCc1ccccc1)c1ccccc1 (centres undefined),1%,19%,2%
COc1ccc(-c2csc(NC(=O)CSc3ncn[nH]3)n2)cc1OC,?,?,3%
CCCNS(=O)(=O)c1ccc(CCC(=O)NCC2CCCO2)cc1 (centres undefined),4%,-12%,5%
O=c1cc(CO)occ1OCc1ccccc1,-2%,-4%,5%
NNc1nc2c(Cl)cccc2s1,-14%,?,0%
FC(F)(F)c1cnc(Sc2nnc(-c3cccs3)n2CC2CCCO2)c(Cl)c1 (centres undefined),?,?,2%
CCc1c(C)c2cc(Cl)c(O)c(CN3CCCC3)c2oc1=O,-27%,-17%,/
O=c1[nH]c(C2CCN(S(=O)(=O)c3ccc(S(=O)(=O)NC4CC4)cc3)CC2)nc2c1nnn2Cc1ccc(F)cc1,-29%,-6%,/
O=S(=O)(c1ccc(Cl)c(S(=O)(=O)N2CCCC2)c1)N1CCCC1,1%,0%,-3%
Cc1nn(C(=O)c2ccccc2)c(C)c1S(=O)(=O)N1CCOCC1,?,-20%,4%
O=C(O)CSc1nnc(COc2ccc(Br)cc2)n1-c1ccccc1,-1%,-2%,/
# (further entries)
SMILES,TDP1 cell CPT,DT40 TDP1 no CPT,TDP1 block
COc1ccc(OC)c2sc(N3CCN(c4ccccc4)CC3)nc12,-29%,?,/
COC(=O)NCc1cccc(CNC(=O)OC)c1,-1%,5%,2%
Cc1cc(-c2ccccc2)n(-c2cc(N/N=C/c3ccccc3O)ncn2)n1,4.6µM*,3.3µM*,5%
Cc1c(C(=O)OCC2CCCCC2)[nH]c2c1C(=O)CC(c1ccc(F)cc1)C2 (centres undefined),?,?,-1%
O=C(NCc1ccco1)C1CC(c2cccc([N+](=O)[O-])c2)=NO1 (centres undefined),?,?,-3%
Cc1noc(C)c1-c1nnc(-c2ccc(C(F)(F)F)cc2)o1,8%,-3%,4%
COc1cc2c(cc1OC)CN(C(=O)c1ccc(Cl)c(S(=O)(=O)N3CCCC3)c1)CC2,23µM*,?,1%
CCOC(=O)N1CCN(Cc2nc3c(c(=O)n(C)c(=O)n3C)n2Cc2ccccc2C)CC1,?,1%,8%
COC(=O)CCCNC(=O)c1ccc(OC2CCN(CCc3ccccc3)CC2)cc1,3%,?,6%
O=c1oc2ccccc2cc1-c1nnc(Nc2ccc(Cl)cc2Cl)s1,?,?,0%[12.3 µM]
Cc1csc(SCC(=O)NC(=O)NC(C)(C)C)n1,12%,-1%,5%
CCOc1ccc(C(=O)c2ccc(O)c(O)c2O)cc1,?,?,-8%

# A portion from further up, for reference:
SMILES,TDP1 cell CPT,DT40 TDP1 no CPT,TDP1 block
Cc1csc(SCC(=O)NC(=O)NC(C)(C)C)n1,12%,-1%,5%
CCOc1ccc(C(=O)c2ccc(O)c(O)c2O)cc1,?,?,-8%

# The results go on.
SMILES,TDP1 cell CPT,DT40 TDP1 no CPT,TDP1 block
CCOC(=O)C1CCN(C(=O)COc2ccc(C(=O)c3ccccc3)cc2)CC1,-13%,?,-2%
CN1CCN(C(=S)Nc2cccc(Cl)c2)CC1,-4%,5%,-2%
COc1ccc(N(C(=O)CCl)C(C(=O)NCCc2ccccc2)c2cccs2)cc1Cl (centres undefined),2.6µM*,1.5µM*,0%
O=C(Cc1sc(-c2ccccc2)nc1-c1ccccc1)Nc1ccc(Cl)cc1,?,?,3%
CC(=N/O)/C(C)=N\NC(=O)c1ccccn1,?,-2%,3%
COc1cc(C)ccc1OCc1cc(C(=O)NC(c2ccccn2)C(F)(F)F)no1 (centres undefined),0.65µM*,?,/
NC1(C(=O)O)CCCCC1c1ccccc1 (centres undefined),-9%,1%,/
CC(C)C[C@H](NC(=O)Nc1ccc(S(N)(=O)=O)cc1)C(=O)O,-18%,0%,-1%
COc1ccc(CC2(CO)CCN(S(=O)(=O)c3c(C)nn(C)c3C)CC2)cc1,?,?,2%
O=C(Cc1ccccc1[N+](=O)[O-])NC1CCN(Cc2ccccc2)CC1,-14%,-22%,/
Cc1ccc2c(C)c(C(=O)Nc3cccnc3)oc2c1,?,?,-2%
CCOC(=O)c1ccc(CNC(=O)CCC(=O)O)cc1,3%,15%,0%

# Entries shown so far with bromine:
SMILES,TDP1 cell CPT,DT40 TDP1 no CPT,TDP1 block
CCc1ccc(OCC(=O)Nc2ccc3c(c2)c2ccccc2n3CC)c(Br)c1,?,?,3%
O=C(O)CSc1nnc(COc2ccc(Br)cc2)n1-c1ccccc1,-1%,-2%,/

# Further compounds follow.
SMILES,TDP1 cell CPT,DT40 TDP1 no CPT,TDP1 block
COc1cc(NC(=O)c2cc([N+](=O)[O-])ccc2Br)ccc1NC(=O)c1ccco1,?,?,3%
Cc1c(C)n(CCc2ccccc2)c2ncnc(NCCO)c12,?,?,/
CCOc1cccc(C2Nc3ccccc3-c3cc(C)nn32)c1O (centres undefined),4%,-12%,6%
CC(C)CCN1C(=O)c2ccc(C(=O)OCC(=O)N(C)C3CCS(=O)(=O)C3)cc2C1=O (centres undefined),-23%,-16%,-3%
CN(C)C1CN(Cc2cn(Cc3ccc(F)cc3)nn2)S(=O)(=O)C1 (centres undefined),0%,-22%,/
Cc1ccc(C(O)Cn2nc(C)cc2C)cc1 (centres undefined),?,?,0%
CN(c1cc2c(c3c1ccn3C)C1CCC2C1)C1CCCCC1 (centres undefined),?,?,/
Cc1ccc(N2CCN(C(=O)N3CCOCC3)CC2)c(C)c1,-7%,?,3%
NC(=O)c1c(NC(=O)C2CC=CCC2C(=O)O)sc2c1CCCCC2 (centres undefined),3%,23%,/
CCOC(=O)N1CCN(C(=O)c2cc3c(=O)n4cccc(C)c4nc3s2)CC1,1%,-27%,0%
O=S(=O)(c1ccccc1)c1nc(-c2ccc(F)cc2)oc1NCc1ccccc1,-19%,?,5%
COc1ccccc1-c1nc(C(N)=O)c2[nH]c(=O)n(-c3cccc(C)c3)c2n1,?,?,4%
COc1ccc(S(=O)(=O)Nc2cc3c4c(c2)C(C)C(=O)N4CCC3)cc1OC (centres undefined),-10%,-14%,/

# Quoted from the listing.
# CCOC(=O)N1CCN(C(=O)c2cc3c(=O)n4cccc(C)c4nc3s2)CC1 in TDP1 cell CPT is entered as 1%
# NC(=O)c1c(NC(=O)C2CC=CCC2C(=O)O)sc2c1CCCCC2 (centres undefined) in TDP1 cell CPT is entered as 3%
# COc1ccccc1-c1nc(C(N)=O)c2[nH]c(=O)n(-c3cccc(C)c3)c2n1 in TDP1 block is entered as 4%
# CC(C)CCN1C(=O)c2ccc(C(=O)OCC(=O)N(C)C3CCS(=O)(=O)C3)cc2C1=O (centres undefined) in TDP1 block is entered as -3%
# COc1cc(NC(=O)c2cc([N+](=O)[O-])ccc2Br)ccc1NC(=O)c1ccco1 in TDP1 block is entered as 3%
